NALP1 inh: blocks the NALP1 inflammasome reconstituted in yeast; inhibition, % at 10 µM; hit rate 0.61% among 280,000; S. cerevisiae NALP1/ASC/caspase-1 growth, X-gal OD620, 72 h; in the data active = inhibition mostly above about 24%, no sharp cut-off; inactive = mostly below about 32%; note: some compounds called inactive have numbers as strong as hits
V1R ag counter: activates human V1a receptor in oxytocin agonist counter-screen | P37288 | CHO-V1R cells, Fluo-8 calcium fluorescence, agonist mode; 0% DMSO, 100% 3 nM vasopressin | activation, % at 3 µM | hit rate 0.25% among 320,000 | AID 2797;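 active = activation above the mean activation of all tested compounds plus 3 SD, per screening run, cut at about 20% in these data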;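 note: signal is peak over basal fluorescence ratio across a 100 second FLIPR read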
Target sequence (P37288 whole entry, looked up): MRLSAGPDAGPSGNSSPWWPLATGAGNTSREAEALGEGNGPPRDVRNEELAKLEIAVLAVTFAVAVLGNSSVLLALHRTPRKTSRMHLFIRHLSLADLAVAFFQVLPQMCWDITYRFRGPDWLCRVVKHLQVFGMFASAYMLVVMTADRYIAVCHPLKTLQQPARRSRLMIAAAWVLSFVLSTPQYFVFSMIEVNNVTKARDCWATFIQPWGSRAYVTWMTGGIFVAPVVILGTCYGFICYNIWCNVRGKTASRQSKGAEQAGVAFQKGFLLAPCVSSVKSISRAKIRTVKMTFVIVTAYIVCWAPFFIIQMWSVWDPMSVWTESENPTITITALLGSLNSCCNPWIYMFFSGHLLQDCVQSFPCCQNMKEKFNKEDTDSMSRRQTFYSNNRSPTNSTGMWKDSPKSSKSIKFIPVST
MEKK2mut PB1 HTS: signal of MEK5 binding to mutant human MEKK2 PB1 domain. AID 1530. percent response, % at 10 µM. bead flow cytometry, Alexa488-MEK5 binding to MEKK2 mutant. hit rate 0.35% among 290,000; in the data active = percent response above about 24%, passing the limit was not always enough; note: inactives centre near 1; some results filed as inactive read as strong as hits; reference of the scale not given here
GPR7 antagonist: human neuropeptides B/W receptor 1 antagonism. inhibition, % at 4.4 µM. GPR7-expressing cells, fluorescence antagonist assay. hit rate 1.1% among 290,000. P48145; in the data active = inhibition above about 16%, passing the limit was not always enough;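 note: cells stimulated with the agonist NPW; 0% = agonist with vehicle and 100% = vehicle without agonist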
Target sequence (P48145 whole entry, looked up): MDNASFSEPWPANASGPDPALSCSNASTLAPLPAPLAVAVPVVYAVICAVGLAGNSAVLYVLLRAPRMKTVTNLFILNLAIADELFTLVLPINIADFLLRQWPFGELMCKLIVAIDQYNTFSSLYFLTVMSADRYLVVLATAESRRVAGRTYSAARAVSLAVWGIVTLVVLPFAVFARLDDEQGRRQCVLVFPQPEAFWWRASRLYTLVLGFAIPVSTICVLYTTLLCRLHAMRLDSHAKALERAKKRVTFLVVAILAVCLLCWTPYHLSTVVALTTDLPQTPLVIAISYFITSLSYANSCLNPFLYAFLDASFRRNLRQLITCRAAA
MEKK3 PB1 HTS: MEKK3-MEK5 PB1 interaction, increase or decrease; Q99759; bead-based flow cytometry, Alexa488-MEK5 binding to MEKK3; actives lie on both sides; 0 = blocked by unlabeled MEK5, 100 = vehicle; binding response (% of control), % at 10 µM; hit rate 1.4% among 290,000; AID 1529;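 active = binding response more than 3 SD above or below the average of its plate-row segment, actives on both sides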;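 note: Alexa488 bead fluorescence after subtracting the streptavidin-only scavenger bead signal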
PHOSPHO1 block: PHOSPHO1 (human) inhibition; inhibition, % at 13.3 µM; Q8TCT1; recombinant PHOSPHO1, absorbance phosphatase assay; hit rate 1.1% among 290,000; in the data active = inhibition above about 60%
GalR3 antag: human GalR3 antagonism; O60755; HEK293 GalR3-CNG cAMP membrane potential fluorescence; galR3 body fused to GalR1 C-terminus; inhibition, % at 3 µM; hit rate 0.44% among 360,000; AID 651719;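 active = inhibition above the screen-wide average plus 3 SD, cut at about 13% in these data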;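 note: forskolin and galanin both at EC90 stimulate the cells; cAMP rise reported by CNG channel membrane potential dye signal; 0% = forskolin plus galanin with DMSO and 100% = forskolin alone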
Target sequence (O60755 1-299 limits assumed): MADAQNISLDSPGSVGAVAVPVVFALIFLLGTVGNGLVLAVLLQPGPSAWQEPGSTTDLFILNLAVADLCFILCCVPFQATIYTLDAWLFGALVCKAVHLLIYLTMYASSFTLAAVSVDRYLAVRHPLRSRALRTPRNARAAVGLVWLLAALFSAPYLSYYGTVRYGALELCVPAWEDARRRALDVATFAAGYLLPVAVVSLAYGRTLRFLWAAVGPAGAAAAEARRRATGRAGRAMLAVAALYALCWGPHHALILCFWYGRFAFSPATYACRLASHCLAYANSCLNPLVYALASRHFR
MEKK2 WT-MEK5: raises or lowers MEK5 binding to wildtype human MEKK2 PB1 domain | hit rate 1.1% among 290,000 | bead flow cytometry, Alexa488-MEK5 binding to MEKK2 WT; actives lie on both sides | binding response (% of control), % at 10 µM; in the data active = binding response below about 67% or above about 130%
OXTR agonist: agonists of human oxytocin receptor; hit rate 0.32% among 320,000; activation, % at 3 µM; P30559; CHO-OTR cells, Fluo-8 calcium fluorescence; normalized: DMSO 0%, oxytocin 100%; AID 2435;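 active = activation above the mean of all tested compounds plus 3 SD, cutoff set per screening run, cut at about 20% in these data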;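 note: peak over basal fluorescence ratio from a 100 s FLIPR kinetic read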
Numbers without * were called inactive; · = no result given; [ ] = another dose, or the depositor's remark.

Compound,NALP1 inh,V1R ag counter,MEKK2mut PB1 HTS,GPR7 antagonist,MEKK3 PB1 HTS,PHOSPHO1 block,GalR3 antag,MEKK2 WT-MEK5,OXTR agonist
COC(=O)C1=CN(Cc2ccc(OC)c(OC)c2)C=C(C(=O)OC)C1c1cccc(F)c1,3,-0.6,2,-8,103,-16,-3,95,-0.1
C/C(=N\Nc1nccnc1Cl)c1c(F)c(F)c(F)c(F)c1F,21,-1.8,1,-7,99,-11,-6,97,-1.8
CNc1nc(Cl)c(SC)c(N2CCOCC2)n1,0,0.0,-5,-18,101,4,-5,93,-0.3
NC(=S)Nc1ncc(CCN2CCOCC2)c(-c2ccc(F)cc2)n1,-7,0.9,13,-13,104,2,3,104,1.2
C=CCc1c(C)nc(SCc2nc3ccccc3c(=O)[nH]2)[nH]c1=O,-3,0.5,6,-13,102,-48,-4,103,0.2
COc1ccc(C(=O)N/C(=C\c2cn(S(=O)(=O)N(C)C)c3ccccc23)C(=O)NCCN2CCOCC2)cc1OC,23,-0.2,6,-2,104,40,-5,108,0.8
CC(C)(CN1CCN(C(c2ccccc2)c2ccccc2)CC1)NS(=O)(=O)c1ccccc1,·,-0.5,-1,-27,101,28,-4,99,-0.1
Cn1c(CC(=O)Nc2ccc(F)cc2)c(Sc2ccccc2)c2ccccc21,30,0.4,54*,4,104,6,-1,122,-1.0
BrC(=C\c1ccccc1)/C=N/Nc1nc(N2CCOCC2)nc(N2CCOCC2)n1,11,-0.4,-2,-9,101,-18,-2,99,-0.3
Cc1ccc(Cl)cc1NC(=S)N(CCCN1CCN(C)CC1)Cc1ccco1,-3,-0.6,-3,-2,99,28,3,98,0.9
CCC(C)N(C)Cc1cccc(C2(O)CCN(S(=O)(=O)c3ccc(F)c(C)c3)CC2)c1 (configuration not stated),40,-0.7,1,-2,98,-7,5,102,-0.5
Cc1ccc(C(=O)Nc2nc(-c3ccc(F)cc3)cs2)o1,3,-0.6,-2,-1,97,-19,-11,105,-2.2
COc1cc(C2CC(=O)Nc3c2c(=O)nc2c(C)cccn32)cc(OC)c1OC (configuration not stated),-20,0.4,-4,-3,100,-13,3,95,0.5
COc1cn(-c2ccccc2)nc1C(=O)Nc1ccccc1,13,0.1,6,1,100,36,-3,101,-1.0
Cc1cc2c(c(=O)o1)C(C13C=CC(CC1)C3)C(C#N)=C(N)O2 (configuration not stated),12,0.2,3,-10,98,-7,-2,105,0.3
O=C1C2CCCN2C(=S)N1Cc1ccccc1 (configuration not stated),5,-0.5,0,-7,120,-21,-2,109,1.0
CCC(Oc1ccccc1)C(=O)Nc1nnc(S(=O)(=O)N2CCCC2)s1 (configuration not stated),21,3.3,-5,3,91,36,0,85,1.7
O=C(COC(=O)Cc1ccc(S(=O)(=O)N2CCOCC2)s1)NCCc1ccccc1,-12,0.2,3,-5,99,-7,-9,92,0.1
CCN(CC)S(=O)(=O)c1ccc(Cl)c(NC2=NCCCCC2)c1,-1,0.9,-4,2,109,32,7,100,-0.4
COC(=O)c1cc(NCc2ccc3c(c2)OCO3)ccc1N1CCOCC1,-2,0.7,3,-1,98,-27,-5,99,0.4
Cc1ccc(C)c(OCc2cc(C(=O)N3CCNC(=O)C3)no2)c1,-2,2.8,7,4,101,9,-8,101,1.9
CCOC(=O)C1Cc2c([nH]c3ccccc23)C(C)N1 (configuration not stated),-2,-0.3,0,-14,99,10,-1,96,2.1
COc1ccc(OCCCC(=O)Nc2nc(C)c(C(C)=O)s2)cc1,4,0.8,-6,3,102,20,-4,100,1.8
CCn1c(SCC(=O)NCc2ccc3c(c2)OCO3)nnc1-c1c[nH]c2ccccc12,3,-0.4,4,6,95,-10,-2,93,-0.4
COc1cc2c(cc1OC)[C@H](Cc1ccc(O)cc1)NCC2,19,2.6,5,-10,99,16,-5,97,3.4
CCc1ccc2nc(Nc3ccc(OC)cc3OC)c(C#N)cc2c1,-2,0.8,-13,-4,91,44,-3,84,0.9
O=C(NCc1ccco1)/C(=C\c1ccco1)NC(=O)c1ccco1,23,0.4,-21,-10,86,4,-9,87,0.5
CCOC(=O)C1C(C)N=C2SCC(=O)N2C1c1cccc(Br)c1 (configuration not stated),-5,-0.3,-3,-5,94,1,-4,96,-2.7
Cc1cc(C)nc(/N=C2\NC(=O)CC(C(=O)O)N2c2ccc(Cl)cc2Cl)n1 (configuration not stated),2,0.1,-2,-5,99,16,-6,99,-0.8
CCCN1CCN(C(=O)C2CCN(c3ncnc4c3nc3n4CCCCC3)CC2)CC1,22,0.9,-3,-4,99,3,-7,96,1.0
CCN(CC)S(=O)(=O)c1cccc(S(=O)(=O)N2CCCCC2)c1,-13,1.1,1,9,97,3,-7,98,1.9
O=C(CCCSc1nnc(Nc2ccccc2F)s1)N1CCOCC1,-28,1.6,-2,4,104,12,3,97,-0.4
CC(=O)N1c2ccc(S(=O)(=O)N3CCCC3)cc2CC1C(=O)NC(C)C (configuration not stated),4,-0.6,7,2,101,28,-3,101,1.3
Cc1c(NC(=S)N/N=C/c2cccc(O)c2)c(=O)n(-c2ccccc2)n1C,-12,0.6,0,3,96,28,7,97,0.2
COc1cc(/C=C/c2c([N+](=O)[O-])c(=O)n(C)c(=O)n2C)cc(OC)c1OC,-3,0.2,-2,-5,96,20,-7,97,0.3
Cc1nc(Nc2nc3ccccc3o2)nc(C)c1C,8,-0.9,-3,-7,99,38,-5,99,-0.6
O=C(NCc1ccncc1)c1cccc(S(=O)(=O)NCc2ccccc2)c1,18,0.9,0,-8,103,17,-3,106,-0.3
Cn1ccnc1SCc1cccc([N+](=O)[O-])c1,-6,-0.4,6,-10,105,32,-8,106,1.1
CCOC(=O)C(C)Sc1nc2ccccc2c(=O)n1CC1CCCCC1 (configuration not stated),4,0.1,0,5,101,2,-8,102,-1.5
COc1ccc(/C=N/n2c(C)nnc2C)c(OC)c1OC,41,-0.2,-2,-6,91,41,0,89,0.5
Cc1ccc(-c2nc(Nc3ccc(O)cc3)c3ccccc3n2)cc1,30,0.8,5,21,101,23,-10,117,2.8
Cc1cc(SCC(=O)N/N=C/c2ccco2)nc2ccccc12,6,-0.6,-10,1,86,27,9,89,-0.7
CCOC(=O)Cc1csc(NC(=O)CN2C(=O)c3ccccc3S2(=O)=O)n1,4,2.8,5,9,107,5,-2,111,1.4
CC(C)CC(OC(=O)c1nsc(Cl)c1Cl)C(=O)NC1CCCC1 (configuration not stated),8,-1.4,1,-8,100,36,-10,96,-2.1
O=C(c1ccc(Br)s1)N1CCN(S(=O)(=O)c2ccccc2)CC1,0,0.5,-4,-8,102,36,-2,101,0.0
CCC(C)(C)n1nnnc1C(c1ccc(OC)c(OC)c1)N1CCN(c2ccc(F)cc2)CC1 (configuration not stated),9,-1.6,1,4,95,-12,2,94,-1.7
Cc1ccc(CC2CC(=O)N(CC(=O)O)C2=O)cc1 (configuration not stated),22,0.3,3,-5,110,15,-3,96,1.0
COc1ccccc1-c1noc(-c2ccco2)n1,-6,0.6,-14,-14,92,-28,0,98,-1.4
O=C(c1ccccc1)c1ccc(OCC(O)CNC2CCCc3ccccc32)cc1 (configuration not stated),47,4.2,1,14,105,11,-3,109,4.5
CC(C)c1ccc(OCC(=O)Nc2ccncc2)cc1,26,9.4,0,-15,105,19,-11,104,9.3

(list continues)
Compound,NALP1 inh,V1R ag counter,MEKK2mut PB1 HTS,GPR7 antagonist,MEKK3 PB1 HTS,PHOSPHO1 block,GalR3 antag,MEKK2 WT-MEK5,OXTR agonist
CCOCC(=O)Nc1nc2ccc(OC)cc2s1,11,-0.7,-14,-18,81*[inhibitor],-1,0,89,-0.2
O=C(c1ccncc1)N1CCCC(N2CCN(c3ccc(F)cc3)CC2)C1 (configuration not stated),9,-0.1,5,-8,102,25,3,106,0.5
O=C(O)C1(NS(=O)(=O)c2ccc(F)c(Cl)c2)CCCCC1,-3,-0.2,1,5,94,-8,-3,95,-0.9
O=C(NCCN1CCOCC1)c1cc(Br)ccc1Cl,9,1.1,-1,29*,93,39,-2,97,1.0
CCOc1ccccc1NC(=O)C1CCCN1C(=O)OCc1ccccc1 (configuration not stated),-7,-1.5,8,-2,109,-6,-2,110,-2.3
Cc1ccccc1-n1c(=O)c(C#N)cc2c(=O)n3ccccc3nc21,20,-0.5,-5,8,96,17,-3,90,0.3
Cc1nnc2sc(-c3ccco3)nn12,20,0.2,-7,-12,83,-7,·,88,0.1
O=C(Nc1c2c(nn1-c1ccc(F)cc1)CS(=O)C2)c1ccc(S(=O)(=O)N2CCOCC2)cc1 (configuration not stated),-2,-0.8,-3,-5,98,-38,-1,97,0.8
Cn1c(=NC(=O)C(C)(C)C)sc2cccc(F)c21,-1,-1.1,-5,-19,96,11,-5,102,-2.4
Cn1c(-c2cccc([N+](=O)[O-])c2)cnc1NCc1ccc(C#N)cc1,9,-0.2,0,7,101,37,-2,104,0.1
Cc1ccccc1NC(=O)Nc1nc2ccc(S(C)(=O)=O)cc2s1,21,1.9,12,1,100,1,4,104,1.9
Cc1cc(C)nc(N/N=C/c2ccccc2Cl)n1,·,-2.1,-6,23*,93,22,-5,98,-2.4
COc1cc(/C=C2\NC(=S)N(C)C2=O)ccc1O,8,2.6,-2,6,103,-18,2,102,2.2
O=C1[C@@H]2[C@@H]3C[C@@H]([C@H]4ON=C(c5ccc(Cl)cc5)[C@@H]34)[C@@H]2C(=O)N1C1CCCCC1,25,0.9,-1,-7,93,12,1,99,-0.8
CCOC(=O)C1CCN(C(=O)CCC(=O)NNc2nc3ccccc3c3nc(C)nn23)CC1,1,0.0,2,-21,102,-25,-2,103,2.9
Cc1ccc(C)c(Cn2c(=O)n(CCC(=O)NCc3ccco3)c(=O)c3ccccc32)c1,37,0.4,·,-4,·,-15,0,·,-0.7
COc1ccc(C(=O)Oc2ccc(N(C)S(=O)(=O)c3ccccc3)cc2)cc1[N+](=O)[O-],24,1.6,-5,-4,100,2,2,95,1.3
CCN(CC)c1ccc(C(=O)OCC(=O)N2CCCC2)cc1,0,3.5,4,2,101,47,·,102,-1.2
COCCCNC(=S)N1CCC(C(=O)c2ccc3c(c2)OCCO3)CC1,-4,2.8,-12,-11,98,-20,-7,89,2.8
O=c1c(N2CCOCC2)c(N2CCOCC2)c1=O,·,-0.2,-33,-3,42*[inhibitor],27,4,52,0.5
O=C1CCN(Cc2ccc(Cl)cc2)N1,18,0.8,-4,10,98,37,0,87,1.5
Cc1ccccc1Nc1c(-c2ccc(N3CCOCC3)cc2)nc2cnccn12,·,0.6,1,-16,101,27,3,96,0.6
CCCc1cc(=O)oc2cc(C)cc(OCC(=O)NCC(O)c3ccccc3)c12 (configuration not stated),18,-0.7,0,-12,101,22,0,100,-1.3

Limited to MEKK2 WT-MEK5 and GalR3 antag, for three of the compounds above:
| compound | MEKK2 WT-MEK5 | GalR3 antag |
| --- | --- | --- |
| CCOC(=O)C1CCN(C(=O)CCC(=O)NNc2nc3ccccc3c3nc(C)nn23)CC1 | 103 | -2 |
| COc1cc(/C=C2\NC(=S)N(C)C2=O)ccc1O | 102 | 2 |
| Cc1ccccc1-n1c(=O)c(C#N)cc2c(=O)n3ccccc3nc21 | 90 | -3 |

Bioassay records deposited in PubChem by several laboratories.
